cytoskel mod: modifiers of cytoskeleton assembly. HUVEC TNFa F-actin phalloidin imaging, high content. inhibition, % at 2 µM. hit rate 0.18% among 91,000. AID 836;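 active means inhibition above the batch mean plus 3 SD and confirmed as a hit by visual image inspection, cut at about 30% in these data, passing the limit was not always enough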; further: strong numbers were not always called active
PTPN22 inh 2: blocks human PTPN22 phosphatase activity | Q9Y2R2 | inhibition, % at 2 µM | AID 640 | hit rate 0.21% among 96,000 | recombinant LYP catalytic domain, DiFMUP fluorescence;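 active means inhibition at 2 µM at or above a set limit, the screen mean plus 3 SD, cut at about 24% in these data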;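 further: 0% = DMSO with enzyme and 100% = enzyme fully blocked by orthovanadate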
Target sequence (Q9Y2R2 whole entry, looked up, the tested form may be a part): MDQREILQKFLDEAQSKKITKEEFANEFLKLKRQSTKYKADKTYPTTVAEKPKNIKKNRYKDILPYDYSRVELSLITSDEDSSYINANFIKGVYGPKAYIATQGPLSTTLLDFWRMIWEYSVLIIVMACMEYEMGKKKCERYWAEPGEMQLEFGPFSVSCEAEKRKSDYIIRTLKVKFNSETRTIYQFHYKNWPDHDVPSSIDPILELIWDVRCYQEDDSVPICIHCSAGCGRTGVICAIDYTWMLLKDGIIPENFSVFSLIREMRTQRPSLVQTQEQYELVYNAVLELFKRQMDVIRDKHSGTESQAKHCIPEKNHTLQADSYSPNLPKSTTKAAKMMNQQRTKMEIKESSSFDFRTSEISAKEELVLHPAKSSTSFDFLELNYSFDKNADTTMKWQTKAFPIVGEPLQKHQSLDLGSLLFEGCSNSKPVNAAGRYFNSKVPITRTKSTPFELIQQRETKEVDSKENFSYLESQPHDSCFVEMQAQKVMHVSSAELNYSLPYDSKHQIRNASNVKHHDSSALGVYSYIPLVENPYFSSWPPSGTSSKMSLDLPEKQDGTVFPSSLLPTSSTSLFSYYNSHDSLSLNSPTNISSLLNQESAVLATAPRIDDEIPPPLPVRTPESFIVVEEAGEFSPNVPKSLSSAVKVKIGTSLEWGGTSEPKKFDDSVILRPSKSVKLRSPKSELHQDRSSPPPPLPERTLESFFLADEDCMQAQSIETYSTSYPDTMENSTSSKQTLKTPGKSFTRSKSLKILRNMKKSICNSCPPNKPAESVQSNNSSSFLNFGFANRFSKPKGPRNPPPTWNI
Candida biofilm: kills Candida albicans biofilms | C. albicans biofilm + clotrimazole, Alamar Blue | inhibition, % at 6 µM | hit rate 0.14% among 85,000;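 active means inhibition above 20%; inactive means inhibition below 20%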;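 further: preformed 24 hr biofilms exposed to compound for 48 hr; 0% = biofilm without compound and 100% = blank killed by clotrimazole plus chlorhexidine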
IL1B cytotox: HUVEC cytotoxicity counter-screen, IL-1B stimulated | HUVEC cell count loss, Hoechst imaging | cell count reduction, % at 2 µM | hit rate 0.41% among 94,000 | AID 845;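 active means cell count reduction more than 3 SD above the screen-wide mean, cut at about 70% in these data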;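 further: normalized per plate to untreated control cells as the no-loss baseline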
HUVEC tox TNFa: toxic to HUVEC cells under TNF alpha stimulation | cell count reduction, % at 2 µM | hit rate 0.17% among 93,000 | HUVEC TNFalpha-stimulated, Hoechst cell count, imaging | AID 848;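 active means cell count reduction exceeding the screen mean by over 5 SD, scaled to untreated wells per plate, cut at about 78% in these data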;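 further: cells counted after 24 h of TNF alpha exposure following the 1 h pretreatment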
MT1-MMP txn act: activates MT1-MMP transcription | HT1080 MT1-MMP promoter luciferase reporter, luminescence, overnight; hits give high values | activation factor at 10 µM | hit rate 0.16% among 86,000;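 active means activation factor of at least 2 for MT1-MMP transcription at 10 µM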
VCAM1 TNFa inh: reduces TNF alpha induced VCAM1 expression in HUVEC; hit rate 0.48% among 95,000; inhibition, % at 2 µM; HUVEC TNFa-induced VCAM-1 immunofluorescence, high-content imaging;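 active means inhibition above the batch mean plus 3 SD, with images confirmed as a hit by eye, cut at about 37% in these data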;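 further: 0% = TNF-stimulated DMSO wells and 100% = unstimulated control wells; not every result past the cut was called active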
Smad3 inh: Smad3 (human) transcription factor binding inhibition; AID 630; TR-FRET Smad3/Dy647-FoxH1 peptide binding, europium anti-His; P84022; hit rate 0.29% among 88,000; inhibition, % at 25 µM;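 active means compounds that reduce the energy-transfer binding signal between the protein and its labelled peptide by more than half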;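 further: 0% = Smad3 plus labelled peptide maximal FRET and 100% = peptide-only background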
hDAT+cocaine: changed human dopamine transporter uptake under cocaine IC80; AID 449768; Q01959; hit rate 1.3% among 110,000; B-score at 10 µM; LLC-PK1 hDAT cells, [14C]-dopamine uptake with cocaine IC80; actives deviate in either direction;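 active means Z score or B-score, a plate-position-corrected score, falls beyond the plate's 99.7% confidence bounds, in either direction; inactive means both scores lie inside the 99.7% bounds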;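 further: scored against the spread of the other compound wells on the same plate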
* marks the source's active call; other numbers are inactive results; . = not tested or not shown; [ ] = dose if it differs, or a comment. Not all compounds are listed (hit frequency here may not be typical).

SMILES | cytoskel mod | PTPN22 inh 2 | Candida biofilm | IL1B cytotox | HUVEC tox TNFa | MT1-MMP txn act | VCAM1 TNFa inh | Smad3 inh | hDAT+cocaine
O=C(O)C1CC=CCC1C(=O)N1CCc2ccccc21 (stereo unspecified) | -17 | -15 | 4 | -67 | 5 | 1.1 | 16 | 6 | -0.015
COc1ccc(N(C(=O)c2ccc(S(=O)(=O)N3CCOCC3)cc2)C2C=CS(=O)(=O)C2)cc1 (stereo unspecified) | 34 | -3 | 9 | 0 | -21 | 1.2 | 18 | 2 | 0.24
COC(=O)c1sccc1NS(=O)(=O)c1ccc(OC)cc1 | 29 | -14 | 2 | -7 | -23 | 1.3 | -6 | -2 | -0.012
COc1ccccc1C(=O)NCCc1nc2ccccc2[nH]1 | -1 | 6 | -1 | -30 | -34 | 1 | -5 | 4 | -0.24
O=C(CN1CCCCC1)Nc1cc(Cl)ccc1Cl | 8 | -6 | 5 | -12 | -8 | 1.1 | -1 | -11 | -0.14
COc1ccc2[nH]c3c(N4CCC(O)(c5cccc(C(F)(F)F)c5)CC4)ncnc3c2c1 | -4 | -1 | . | 9 | -9 | . | 11 | . | 1.1
CC1=CC(C)(C)N2C(=O)C3(C(C#N)=C(N)Oc4cc(O)ccc43)c3cccc1c32 (stereo unspecified) | 3 | -6 | 8 | -26 | -12 | 1.1 | 13 | 5 | 1.2
Nc1nc(SCC(=O)Nc2ccc(Br)cc2F)n[nH]1 | 15 | 7 | 7 | -27 | -20 | 1 | -1 | 10 | 1.9
CC(C)Cc1nc(SCC(=O)NCc2ccccc2)n[nH]1 | -4 | 9 | -4 | -5 | 13 | 1.3 | -14 | 5 | -2.2
CC(=O)NC(=O)Nc1sc(=S)n(C)c1C | 44 | 0 | 1 | -15 | -4 | 1.1 | -16 | -20 | -0.077
CO/N=C/c1ccc(Sc2ccc(C)cc2)c([N+](=O)[O-])c1 | 1 | 1 | 3 | 5 | 4 | . | -2 | 3 | 0.35
CCOC(=O)C1CCN(C=Nc2cc(C)on2)CC1 | 32 | 10 | 10 | 9 | -8 | 1.2 | -3 | 2 | 0.67
CCN(CC)S(=O)(=O)c1ccc(C(=O)OCC(=O)c2ccc3c(c2)NC(=O)CO3)cc1 | 3 | 14 | . | -6 | 6 | . | 6 | . | -0.64
O=C(Oc1ccc(-c2nnco2)cc1)N1CCCCC1 | 11 | 10 | -1 | 7 | -19 | 1.4 | 6 | 1 | 0.069
Cc1ncoc1C(=O)Nc1ccccc1C(N)=O | -4 | -11 | 3 | -28 | 4 | 1.1 | -9 | 4 | 0.031
CC1(C)CC(=O)C2=C(C1)OC(N)=C(C#N)C2C#Cc1ccccc1 (stereo unspecified) | . | -11 | 5 | . | . | 1.4 | . | 6 | 0.45
C=CCSc1nnc(-c2cccnc2)o1 | -9 | 8 | 2 | -2 | 12 | 1.2 | 7 | 9 | -0.35
CC1Cc2ccccc2N1C(=O)COC(=O)c1ccc(S(=O)(=O)N(C)C)cc1 (stereo unspecified) | 12 | -7 | 5 | 4 | -16 | 1.2 | 11 | -4 | -0.69
CCOC(=O)CCCNC(=O)COc1ccccc1C#N | . | . | 13 | . | . | 1.1 | . | -7 | -0.19
Cn1cnnc1SCC(=O)c1cc2ccccc2oc1=O | 0 | -14 | 6 | -35 | 13 | 1.2 | 11 | 5 | 0.062
CCN1C(=O)C(O)(CC(=O)c2ccccn2)c2ccccc21 (stereo unspecified) | -3 | 6 | -4 | 10 | 10 | 1.2 | 15 | 5 | 0.065
CC(C)CCNC(=O)[C@@H](NC(=O)c1c(F)cccc1F)C(C)C | -10 | -12 | . | -12 | -4 | . | 12 | . | 1.4
CCOC(=O)c1[nH]c(Cc2[nH]c(C(=O)OCC)c(C)c2CCC(=O)OC)c(CCC(=O)OC)c1C | 50 | -10 | 3 | -19 | -38 | 1 | -5 | 2 | 0.064
CCCCN=C1N/C(=C\c2ccco2)C(=O)N1c1ccccc1 | -20 | 1 | . | . | -9 | . | 8 | . | 0.78
COc1cc(NC(=S)N2CCN(C(c3ccccc3)c3ccccc3)CC2)cc(OC)c1 | 17 | 5 | . | -11 | -23 | . | 1 | . | 1.3
Fc1ccc(C(c2nnnn2Cc2ccco2)N2CCN(C3CCCCC3)CC2)cc1 (stereo unspecified) | 20 | 4 | . | -18 | -18 | 1.1 | 6 | . | 0.73
COc1cccc(C(c2sc3nc(C)nn3c2O)N2CCN(c3ccccc3F)CC2)c1 (stereo unspecified) | . | . | 5 | . | . | 1.2 | . | -3 | 2.7*
CC(C)(C)C(=O)NC(=S)Nc1ccccc1C(=O)Nc1ccccc1 | 39 | 0 | . | 0 | -2 | . | 9 | . | -0.02
CCOC(=O)C(C(=O)Nc1nccs1)C1CCCCC1 (stereo unspecified) | 6 | -8 | 3 | -1 | -26 | 1.2 | 12 | 1 | 0.22
O=C(Nc1c(C(=O)N2CCOCC2)cnn1-c1ccccc1)c1ccco1 | 31 | 5 | . | 2 | -51 | . | 13 | . | -0.0066
O=C(NC(=S)NCCN1CCOCC1)c1ccc(Cl)cc1Cl | 1 | 4 | . | -14 | 14 | . | 9 | . | 0.9
O=C(CSc1ccc2c(c1)OCCO2)Nc1ccc(Br)cc1 | 33 | 4 | 6 | -5 | -4 | 1.3 | 6 | 3 | 0.049
CCN1CCN(C(c2ccccc2)c2nnnn2Cc2ccccc2)CC1 (stereo unspecified) | -40 | -12 | 7 | -17 | 21 | 1.3 | 10 | 6 | -0.42
Cc1cc(NC(=O)COC(=O)CSCc2ccc(Cl)c(Cl)c2)no1 | 26 | 7 | 3 | -5 | -9 | 1.2 | -8 | -5 | 0.48
CCN(C(=O)CSc1nc2cc(C(=O)OC)ccc2c(=O)n1Cc1ccco1)c1cccc(C)c1 | -60 | -5 | 3 | -121 | 8 | 1.3 | 4 | 7 | 2.3
CC(=O)Nc1ccc(N2C(C(C)=O)=NN(c3ccc(Cl)cc3)C2c2sccc2C)cc1 (stereo unspecified) | -7 | 7 | -3 | -4 | 29 | 1.3 | 14 | -6 | 0.26
Cc1ccc(SCc2cc(=O)n3[nH]c(C)nc3n2)cc1 | . | 2 | 5 | -21 | . | 0.9 | . | 8 | 0.44
CCCn1cc(NC(=O)c2cc(-c3ccccc3)on2)cn1 | . | 5 | -2 | 8 | -23 | 1.5 | 7 | 3 | 0.31
CNS(=O)(=O)c1cccc(C(=O)OCC(=O)N2c3ccccc3CC2C)c1 (stereo unspecified) | -13 | -3 | . | -3 | 0 | . | 22 | . | -0.7
CC(C)COC(=O)NCCOC(=O)Nc1cccc(Cl)c1 | 4 | -4 | 6 | 21 | -30 | 0.9 | -3 | 1 | 0.42
Cc1cccc(Nc2nnc(-c3ccc(C(=O)N4C[C@H]5C[C@H](C4)c4cccc(=O)n4C5)cc3)c3ccccc23)c1 | 3 | -2 | 3 | -6 | 6 | 1 | 21 | -11 | 1.8*
CCCCCC(=O)NC(=S)NNC(=O)CC | -10 | 0 | 8 | -62 | -31 | 1.1 | 12 | 9[fluorescence artefact?] | 0.41
CCS(=O)(=O)N1CCN(C(=O)c2ccccc2)CC1 | 0 | -7 | 5 | -16 | 16 | 1.1 | -8 | 1 | -0.068
Cc1ccc(C2NC(=S)NC3=C2N2CCC3CC2)cc1 (stereo unspecified) | 20 | 7 | 3 | 0 | -19 | 1.1 | -2 | 2 | 0.12
Cc1ccc(-c2cc(-c3nnc(SCC(=O)NCC(C)C)n3N)c3ccccc3n2)cc1 | -10 | 5 | . | -2 | -8 | . | -2 | . | 1.6
COC(=O)C(C(=O)Nc1cc(C)on1)C1CCCCCC1 (stereo unspecified) | 0 | 11 | 5 | 18 | -7 | 1.3 | -20 | -10 | -0.25
Cc1nn(Cc2cccc(C(=O)NC34CC5CC(CC(C5)C3)C4)c2)c(C)c1Br | -15 | 4 | . | 24 | 3 | 1.3 | -10 | -2 | 1.8
COc1ccc(-n2c(O)c(Cc3ccccc3)c(=O)n3nc(-c4ccccc4)c(=O)cc23)cc1 | -7 | -8 | 9 | -23 | . | 1.1 | 4 | -7 | 0.2
CC(C)=CC(=O)OCC(=O)Nc1nc(C)c(Cl)cc1Cl | . | . | 10 | . | . | 1.1 | . | 8 | 0.025
CCOC(=O)c1c(C)[nH]sc1=S | -12 | 3 | . | -14 | -21 | 1 | -5 | . | 0.29

Rewritten in markdown: entries from further up
| mol | cytoskel mod | PTPN22 inh 2 | Candida biofilm | IL1B cytotox | HUVEC tox TNFa | MT1-MMP txn act | VCAM1 TNFa inh | Smad3 inh | hDAT+cocaine |
| --- | --- | --- | --- | --- | --- | --- | --- | --- | --- |
| Cc1ccc(C2NC(=S)NC3=C2N2CCC3CC2)cc1 (stereo unspecified) | 20 | 7 | 3 | 0 | -19 | 1.1 | -2 | 2 | 0.12 |
| Cc1ccc(-c2cc(-c3nnc(SCC(=O)NCC(C)C)n3N)c3ccccc3n2)cc1 | -10 | 5 | . | -2 | -8 | . | -2 | . | 1.6 |
| COC(=O)C(C(=O)Nc1cc(C)on1)C1CCCCCC1 (stereo unspecified) | 0 | 11 | 5 | 18 | -7 | 1.3 | -20 | -10 | -0.25 |

Next results.
SMILES | cytoskel mod | PTPN22 inh 2 | Candida biofilm | IL1B cytotox | HUVEC tox TNFa | MT1-MMP txn act | VCAM1 TNFa inh | Smad3 inh | hDAT+cocaine
Cc1ccn(CCSCC(=O)O)n1 | 12 | 3 | 5 | 86* | -11 | 1.1 | -8 | 1 | 2.9
CCN(Cc1ccccc1)C(c1ccccn1)c1nnnn1C1CCCCC1 (stereo unspecified) | 28 | 3 | 2 | -4 | 0 | 1.2 | -8 | 17[fluorescence artefact?] | -0.93
Cc1noc(/C=C/c2ccc(-c3ccccc3Cl)o2)c1[N+](=O)[O-] | 0 | -6 | 5 | -2 | -11 | . | 10 | 2[fluorescence artefact?] | -0.89
CCCN1C2CCCC1CC(NC(=O)c1ccccc1OCC)C2 (stereo unspecified) | 4 | -5 | -1 | -1 | 7 | 1 | 7 | -4[fluorescence artefact?] | -1
CC1(C)CC(=O)C2=C(C1)c1c(ccc3ccccc13)NC2c1ccc(Br)o1 (stereo unspecified) | 4 | 2 | -3 | . | -13 | 0.9 | 12 | 10 | 0.24
O=C(CSCCc1ccccn1)Nc1ccc(Br)cn1 | 3 | -4 | 12 | -7 | 1 | 1.2 | -6 | 0 | -0.6
CCCSC1=N/C(=C\C=C\c2ccco2)C(=O)S1 | 10 | 10 | 8 | -8 | 4 | 1.1 | 5 | 3 | -0.0055
CCn1nc(C)c(/C=N/NC(=O)c2ccoc2C)c1C | 15 | 9 | 4 | -4 | -20 | 1.3 | 5 | -15 | 0.3
COC(=O)c1ccc(C)c(NS(=O)(=O)c2ccc(OC)c(OC)c2)c1 | 8 | 1 | 3 | . | -9 | 1.1 | 6 | -1 | -0.68
CN1C(=O)N(C)C2(CC1(C)C)CC(C)(C)N(C)C(=O)N2C | 0 | -3 | 11 | -22 | -18 | 1.2 | 1 | 5[fluorescence artefact?] | -1.1
COc1ccc(NC(=O)c2cc(CC(C)C)on2)cc1OC | . | . | 3 | . | . | 1.2 | . | 5 | 0.032
CN(c1ccccc1C(=O)Nc1cccc(Cl)c1Cl)S(C)(=O)=O | -6 | 4 | 5 | -119 | -5 | 1.2 | -1 | -6 | 0.39
COC(=O)c1ccc(C2/C(=C(/O)c3ccc(OC(C)C)cc3)C(=O)C(=O)N2c2cc(C)on2)cc1 (stereo unspecified) | 12 | -2 | 1 | 3 | -27 | 1.1 | -11 | -15 | 1.2
Cc1cc(C(=O)OCC(=O)N2CCOCC2)c2ccccc2n1 | 5 | -24 | 3 | -4 | -4 | 1.1 | -1 | 5 | -0.56
Cc1nc(NS(=O)(=O)c2ccccc2C)c2c3c(sc2n1)CCC3 | -32 | 12 | -1 | 1 | 10 | 1.1 | -10 | 10[fluorescence artefact?] | -0.18
